Source: PubChem (several laboratories)
TPT1 inh – inhibitors of Candida albicans tRNA 2'-phosphotransferase TPT1. recombinant caTPT1, FP RNA substrate dephosphorylation. inhibition, % at 5 µM. hit rate 0.81% among 300,000;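 active means inhibition above the mean of all tested compounds plus 3 SD, set per screening campaign, cut at about 24% in these data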;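 further: plate controls were DMSO alone for no effect and ferristatin control at 100 nM for full effect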
proCasp3 act – procaspase-3 (human) activation; P42574; recombinant procaspase-3 D3A, Ac-DEVD-pNA absorbance 405 nm; activation, % at 8.5 µM; hit rate 0.11% among 330,000; AID 463141;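 active means activation above the mean of all tested compounds plus 3 SD, cut at about 21% in these data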;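 further: 0% = DMSO alone and 100% = DMSO wells spiked with extra 5 µM PC-3 D3A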
Target sequence (P42574 whole entry D9A/D28A/D175A): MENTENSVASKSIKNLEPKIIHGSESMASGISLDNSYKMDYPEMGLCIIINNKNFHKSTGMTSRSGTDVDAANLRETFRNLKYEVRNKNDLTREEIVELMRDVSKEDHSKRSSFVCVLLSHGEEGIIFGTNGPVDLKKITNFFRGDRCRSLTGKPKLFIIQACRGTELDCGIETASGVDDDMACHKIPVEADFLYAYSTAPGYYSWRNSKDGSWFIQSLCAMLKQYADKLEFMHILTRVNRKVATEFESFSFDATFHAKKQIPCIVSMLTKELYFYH
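Test system: Procaspase-3 D3A mutant, all three cleavage aspartates alanine | Dosing: Single dose, 8.5 µM nominal compound, 0.8% DMSO | Schedule: 1 h preincubation, 2 h reaction | Technique: 405 nm absorbance of p-nitroaniline, reads at 0 and 120 min | Repeats: One well per compound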
PP1 counter – blocks human PP1-alpha phosphatase, a PP5 counter-screen. purified PP1alpha, OMFP fluorescence. AID 2235. inhibition, % at 6.7 µM. hit rate 0.9% among 320,000;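 active means inhibition above the mean inhibition of all tested compounds plus 3 SD, computed separately for each screening campaign, cut at about 15% in these data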
proCasp7 act – activates human procaspase-7, counter-screen for procaspase-3 activators | P55210 | recombinant procaspase-7, Ac-DEVD-pNA absorbance 405 nm; D23A/D198A/D206A triple mutant, cannot self-cleave; scale: DMSO 0, 5 µM enzyme 100 | activation, % at 8.5 µM | hit rate 0.093% among 330,000;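 active means percent activation above the screen-wide mean plus 3 SD, cut at about 25% in these data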
Target sequence (P55210 whole entry D23A/D198A/D206A): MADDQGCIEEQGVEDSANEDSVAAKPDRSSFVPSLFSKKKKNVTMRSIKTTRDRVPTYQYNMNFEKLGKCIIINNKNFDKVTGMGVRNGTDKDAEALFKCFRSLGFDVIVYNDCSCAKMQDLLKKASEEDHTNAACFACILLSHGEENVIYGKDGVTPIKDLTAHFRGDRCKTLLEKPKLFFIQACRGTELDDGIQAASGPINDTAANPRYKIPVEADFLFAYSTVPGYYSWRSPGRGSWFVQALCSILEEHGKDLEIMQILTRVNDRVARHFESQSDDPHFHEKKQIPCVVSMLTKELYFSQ
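Assay system – Uncleavable procaspase-7 mutant enzyme · Quantity – 2 µM procaspase-7 mutant as dispensed · Times – 1 h preincubation, 2 h reaction · Dosing – single nominal 8.5 µM compound dose, 0.8% DMSO final · Buffer or medium – Zinc-free 50 mM HEPES buffer, pH 7.4, with NaCl and Triton X-100 · Detection – Epi-absorbance of released pNA at 405 nm, two timepoints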
CTSL1 counter – cathepsin L1 inhibition, PFM18AAP counter-screen; recombinant F. hepatica cathepsin L1, Z-Leu-Arg-MCA fluorescence; inhibition, % at 5.96 µM; hit rate 0.49% among 300,000; AID 1906;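 active means inhibition above the mean of all tested compounds plus 3 SD, set per screening campaign, cut at about 17% in these data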;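 further: 0% = plate median of test compound wells and 100% = 1 µM Z-Phe-Ala-diazomethylketone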
PP5 inh – blocks human protein phosphatase 5 activity. purified PP5c, OMFP substrate fluorescence. inhibition, % at 6.7 µM. hit rate 0.18% among 320,000. AID 1987;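 active means inhibition above the campaign's mean inhibition across all tested compounds plus 3 SD, cut at about 9.5% in these data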;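 further: 0% = DMSO only and 100% = 100 µM cantharidin control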
GASC-1 inh – inhibitors of human GASC-1 (JMJD2C) demethylase | Q9H3R0 | GST-JMJD2C(1-420) H3K9me3 demethylation, DELFIA europium | inhibition, % at 2.35 µM | hit rate 0.069% among 330,000;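 active means more than half of a compound's replicate wells show inhibition beyond 50%, single wells judged on their own value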;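 further: signal counts dimethyl H3K9 product captured on neutravidin plate; 0% = median of DMSO wells and 100% = 0.3 times that DMSO median; strong numbers were not always called active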
Target sequence (Q9H3R0 1-420 limits assumed): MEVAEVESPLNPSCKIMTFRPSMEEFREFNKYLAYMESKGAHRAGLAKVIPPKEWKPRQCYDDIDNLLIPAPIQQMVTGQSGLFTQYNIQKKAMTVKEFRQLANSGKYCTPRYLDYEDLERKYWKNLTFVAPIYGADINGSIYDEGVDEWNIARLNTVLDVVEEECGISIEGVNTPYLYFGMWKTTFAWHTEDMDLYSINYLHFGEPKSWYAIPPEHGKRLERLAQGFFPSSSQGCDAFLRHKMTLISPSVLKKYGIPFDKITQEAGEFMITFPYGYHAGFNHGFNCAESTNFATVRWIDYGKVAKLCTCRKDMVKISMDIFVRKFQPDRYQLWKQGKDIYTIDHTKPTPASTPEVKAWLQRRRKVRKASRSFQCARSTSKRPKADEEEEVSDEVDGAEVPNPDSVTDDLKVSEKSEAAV
core dimer inh – blocks dimerization of HCV core protein; TR-FRET GST/Flag-core106 dimerization, 1536-well; inhibition, % at 5 µM; hit rate 0.33% among 300,000; AID 1899;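 active means inhibition above the mean of all tested compounds plus 3 SD, set per screening campaign, cut at about 45% in these data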
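Material: GST/Flag-tagged HCV core106 proteins. Incubation: 4 h, 22.5 °C incubation. Read-out basis: inhibition (%) from 671 over 617 nm ratio. Measured by: TR-FRET, excitation 340 nm, emission 617 and 671 nm.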
Efflux pump mplx – inhibitors of Candida antifungal efflux pumps expressed in yeast | S. cerevisiae Candida pump triplex, Nile Red efflux | inhibition, % at 10 µM | hit rate 0.44% among 330,000 | AID 485275;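 active means plate passing quality check with inhibition over a set limit, or well fluorescence over plate mean plus 4 SD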;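 further: Nile Red retained in pooled yeast measured as flow cytometry median fluorescence; 0% = buffer negative control and 100% = Enniatin B positive control; higher means more Nile Red kept so more efflux inhibition; some compounds called inactive have numbers as strong as hits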
* hit, by the source's call; / = no result given.

Preview:
SMILES | TPT1 inh | proCasp3 act | PP1 counter | proCasp7 act | CTSL1 counter | PP5 inh | GASC-1 inh | core dimer inh | Efflux pump mplx
COc1nc(/C=C/N(C)C)c([N+](=O)[O-])c(OC)n1 | -1 | -1 | -6 | -7 | 0 | 0.8 | -1 | 2 | -0.1
Cc1ccc(C=C2C(=O)c3ccccc3C2=O)o1 | 3 | -8 | 1 | -21 | 0 | 1.9 | 8 | 11 | 0.0
CC(C)(C)C1CCC(C(=O)NCCc2ccc(S(N)(=O)=O)cc2)CC1 (configuration not stated) | 3 | -6 | 4 | -3 | 6 | 3.7 | 8 | -15 | 0.0
Cc1nn(Cc2cccc(F)c2)c(C)c1NC(=O)c1ccc(COc2ccccc2Cl)cc1 | 1 | 7 | 4 | 1 | 3 | 5.5 | -8 | 14 | 0.7
O=C(CCCN1C(=O)c2ccccc2C1=O)NCc1ccc(F)cc1 | -1 | -10 | -8 | -10 | 5 | -5.1 | -6 | -13 | 0.0
CC(C)c1cc(N=NC(N)=O)cc(C(C)C)c1O | -3 | -4 | 0 | -15 | 3 | -0.7 | 0 | -9 | -0.1

The whole of this part, from the start:
SMILES | TPT1 inh | proCasp3 act | PP1 counter | proCasp7 act | CTSL1 counter | PP5 inh | GASC-1 inh | core dimer inh | Efflux pump mplx
COc1nc(/C=C/N(C)C)c([N+](=O)[O-])c(OC)n1 | -1 | -1 | -6 | -7 | 0 | 0.8 | -1 | 2 | -0.1
Cc1ccc(C=C2C(=O)c3ccccc3C2=O)o1 | 3 | -8 | 1 | -21 | 0 | 1.9 | 8 | 11 | 0.0
CC(C)(C)C1CCC(C(=O)NCCc2ccc(S(N)(=O)=O)cc2)CC1 (configuration not stated) | 3 | -6 | 4 | -3 | 6 | 3.7 | 8 | -15 | 0.0
Cc1nn(Cc2cccc(F)c2)c(C)c1NC(=O)c1ccc(COc2ccccc2Cl)cc1 | 1 | 7 | 4 | 1 | 3 | 5.5 | -8 | 14 | 0.7
O=C(CCCN1C(=O)c2ccccc2C1=O)NCc1ccc(F)cc1 | -1 | -10 | -8 | -10 | 5 | -5.1 | -6 | -13 | 0.0
CC(C)c1cc(N=NC(N)=O)cc(C(C)C)c1O | -3 | -4 | 0 | -15 | 3 | -0.7 | 0 | -9 | -0.1
O=C(C[C@H]1C/C=C\CC[C@H](Cc2ccc(F)cc2)C(=O)OC[C@H]2CCCN2C1=O)NCCO | / | 9 | / | 6 | / | / | 6 | / | 0.1
COc1ccc(S(=O)(=O)Nc2ccccc2C(=O)N2CCOCC2)cc1C | 1 | -6 | -4 | 2 | -4 | 2.1 | -16 | -5 | 0.2
NS(=O)(=O)c1ccc(CCNC(=O)CSc2ncnc3ccccc23)cc1 | -2 | -12 | -2 | 4 | 1 | 0.3 | -18 | 2 | 0.0
CCSc1nnc(NC(=O)C(C)(C(F)(F)F)C(F)(F)F)s1 | 0 | 4 | -5 | -4 | -1 | 2.3 | -6 | 5 | -0.1
C=CCNC(=S)N1CCN(C2CCCCC2)CC1 | -2 | 4 | -3 | -3 | 3 | -1.0 | 6 | -2 | -0.2
Cc1onc(-c2ccccc2Cl)c1C(=O)N1CCCCC1 | -6 | 5 | -3 | 2 | -6 | 2.5 | -10 | 10 | 0.1
FC(F)(F)Oc1ccc(Nc2nc(N3CCOCC3)nc(N3CCOCC3)n2)cc1 | -1 | 4 | -4 | -4 | 1 | 0.8 | -10 | -4 | 0.4
CN(C)c1ccc(C(=O)C(O)c2ccccc2)cc1 (configuration not stated) | 4 | -6 | 1 | 4 | 9 | -2.1 | -1 | 2 | 0.3
CCOC(=O)CNC(=S)N(CCCN1CCCCCC1)Cc1cccs1 | 2 | -2 | -2 | 8 | -1 | 0.5 | -7 | 2 | 0.0
O=S1(=O)C=C(N2CCCCC2)c2ccccc21 | 2 | -5 | 0 | -1 | 1 | -0.7 | 2 | -5 | -0.1
O=C1N=C(N2CCCCC2)S/C1=C\c1cn[nH]c1-c1ccccc1 | -4 | -11 | 9 | 4 | -1 | 2.9 | -7 | 0 | 0.2
Clc1cccc(N2CCN(Cc3nnc(-c4ccccc4)o3)CC2)c1 | -1 | 10 | 3 | 3 | 0 | 2.2 | 10 | 18 | 0.0
O=C(Cc1ccccc1)N1CCN(c2ccc([N+](=O)[O-])cc2)CC1 | -1 | -3 | 0 | -8 | -1 | 0.1 | -19 | 8 | 0.1
CCOC(=O)NC(=O)/C(N=Nc1cc(C)cc(C)c1)=C(\C)O | -7 | 3 | -1 | -8 | 3 | -0.9 | -4 | 2 | -0.1
CC(C)(C)c1ccc(S(=O)(=O)N2CCN(Cc3cc4c(cc3O)OCO4)CC2)cc1 | / | 4 | -7 | -20 | / | 3.9 | 0 | / | -0.2
COc1ccc(OC)c(-c2[nH]nc3c2C(c2ccco2)C(C#N)=C(N)O3)c1 (configuration not stated) | 4 | 7 | -4 | 4 | 3 | 0.6 | -9 | 10 | 0.0
COc1ccc(C)cc1N(C(=O)c1cccc(F)c1)c1nc2ccccc2s1 | 4 | -10 | 10 | -10 | -4 | 1.2 | 5 | 5 | 0.4
CCN(CC)CCNc1nc(-c2ccccc2)nnc1C(F)(F)F | 0 | 8 | -4 | -5 | -1 | -0.4 | -11 | -3 | -0.1
O=C(Nc1ccc(Cl)cc1)N1CCCC(Cn2cccc2)C1 (configuration not stated) | -1 | -9 | -7 | -10 | -6 | 1.8 | -1 | -13 | 0.2
CN(Cc1nc(-c2ccccn2)no1)S(=O)(=O)c1ccccc1 | -5 | -1 | -4 | 14 | -7 | 1.9 | -12 | -9 | 0.1
O=C(CCNC(=O)c1ccc(Cl)cc1)Nc1ccccc1N1CCCC1 | -1 | 6 | -10 | 4 | -5 | -0.7 | -39 | 2 | -0.1
COc1ccc(NC(=S)N(CCCN2CCC(C)CC2)Cc2cccs2)cc1Cl | -3 | -3 | -1 | -17 | 4 | -1.7 | -13 | -2 | 0.1
O=C(NCC1CCN(S(=O)(=O)c2ccccc2)CC1)Nc1ccccc1 | 0 | 5 | -4 | 1 | -4 | 0.0 | 15 | 4 | 0.4
CN(C)c1ccc(/C=C(/NC(=O)c2ccccc2)C(=O)N/N=C/c2ccc([N+](=O)[O-])c(O)c2)cc1 | 14 | 1 | 12 | -15 | 5 | 3.0 | -21 | 2 | 0.2
CCC(=O)N1C(C(=O)N2CCCC2)CSC1c1ccc(OC)cc1 (configuration not stated) | -3 | 3 | -3 | -3 | -1 | 2.9 | 14 | 0 | 0.1
O=C(O)C1CCN(C(=O)CSc2nc3ccccc3s2)CC1 | -2 | 4 | -2 | 0 | -6 | 0.3 | -24 | -3 | 0.0
CC(O)c1nc2ccc(C(=O)O)cc2[nH]1 (configuration not stated) | 1 | 0 | -1 | 0 | -2 | -1.0 | -1 | -11 | -0.1
CC(CCc1ccccc1)NC(=O)C1CCN(S(=O)(=O)N2CCCCC2)CC1 (configuration not stated) | 1 | 2 | -2 | -1 | -1 | 0.8 | -38 | -14 | 0.1
CN(C)c1nccc(NCc2ccccc2)c1C#N | -1 | 5 | -8 | -13 | -1 | 0.8 | 27 | 6 | 0.1
CC(C)(/C=N/NC(=O)CSCc1ccc(Cl)cc1)CCC#N | -1 | 10 | -3 | 9 | -6 | -0.9 | -18 | 3 | 0.0
COc1ccc(CCNC(=O)CCC(=O)N2CC(C)Oc3ccc(Cl)cc32)cc1OC (configuration not stated) | -3 | 1 | -5 | -1 | 0 | 2.3 | 5 | -5 | -0.1
Cc1c(Cl)cnc(NC(=O)COC(=O)[C@@H](NC(=O)c2ccco2)C(C)C)c1Cl | / | 6 | / | -4 | / | / | 2 | / | 0.0
C/C(=N\O)c1ccco1 | / | 0 | -4 | 1 | / | -2.7 | 1 | / | -0.1
COc1ccccc1NC(=O)C1=C(C)NC2=C(C(=O)CCC2)C1c1ccc2c(c1)OCO2 (configuration not stated) | -2 | 2 | 1 | 2 | 0 | 2.9 | -14 | 13 | -0.1
CCOC(=O)C1CCN(C(=O)c2ccccc2NS(=O)(=O)c2ccc(F)cc2)CC1 | -2 | 3 | 0 | 8 | -2 | 0.8 | 2 | 0 | -0.4
CSc1ccccc1NC(=O)c1ccccc1C | 0 | 0 | -4 | 1 | 4 | -0.2 | -3 | 2 | 0.0
Cc1ccc(-n2nnnc2SCC(=O)c2c(N)n(CC(C)C)c(=O)n(C)c2=O)cc1 | 3 | 11 | -6 | -1 | -5 | -0.4 | 12 | 2 | 0.1
CC(c1ccccn1)N(CCN(C)C)C(=S)Nc1cccc(F)c1 (configuration not stated) | -6 | 1 | 5 | -10 | -1 | 2.7 | 10 | 0 | 0.4
CCOC(=O)C(NC(C)=O)(N1CCOCC1)C(F)(F)F (configuration not stated) | 2 | 5 | -5 | 8 | -1 | 0.1 | -3 | 2 | 0.1
CN(C)S(=O)(=O)c1cccc(NC(=O)COC(=O)c2ccc(Br)o2)c1 | -2 | -9 | 0 | 4 | -8 | -1.8 | 20 | 7 | -0.1
O=C(Cn1c(=O)n(-c2ccccc2)c(=O)c2sccc21)N1CCCC1 | 2 | 2 | -2 | -1 | 0 | -0.5 | 3 | -3 | -0.2
CCCc1c(C(=O)N/N=C/c2ccc(C)s2)nnn1-c1nonc1N | 0 | 4 | -1 | 0 | -3 | 2.0 | 6 | 3 | 0.1
COc1ccc(OCC(=O)NS(=O)(=O)c2ccccc2)cc1 | 1 | 5 | -1 | 5 | 5 | 1.8 | 9 | 10 | 0.0
COc1cccc(N2CCN(Cc3nc4ccccc4c(=O)[nH]3)CC2)c1 | -3 | 1 | -1 | -14 | -5 | -0.6 | -2 | 3 | 0.2
N#Cc1ccccc1NC(=O)Nc1cccc(Cl)c1 | 1 | -5 | -1 | 1 | 1 | 2.0 | 15 | 4 | -0.1
O=C(Cc1cnn(-c2ccccc2)c1)c1ccc(O)c(O)c1O | -1 | -12 | 4 | -23 | -18 | 3.3 | -14 | -13 | -0.1
Cc1noc(C)c1S(=O)(=O)N1CCCC1C(=O)O (configuration not stated) | -4 | 4 | 3 | -3 | -4 | 2.0 | -16 | -2 | -0.2
